# ST2 IL33 inh: inhibitors of human ST2 (IL1RL1) binding to IL-33, primary screen, biochemical, AlphaLISA; AlphaLISA ST2-Fc/biotin-IL-33 interaction, 1 h; Interleukin-1 receptor-like 1 (Homo sapiens), Q01638; inhibition, % for hits at 17 µM; AID 1259354, 2018; 78,000 tested, 2.3% active; in the data active means inhibition above about 30%; inconclusive means mostly about 10% to 28%
# Target sequence (Q01638 whole entry, looked up): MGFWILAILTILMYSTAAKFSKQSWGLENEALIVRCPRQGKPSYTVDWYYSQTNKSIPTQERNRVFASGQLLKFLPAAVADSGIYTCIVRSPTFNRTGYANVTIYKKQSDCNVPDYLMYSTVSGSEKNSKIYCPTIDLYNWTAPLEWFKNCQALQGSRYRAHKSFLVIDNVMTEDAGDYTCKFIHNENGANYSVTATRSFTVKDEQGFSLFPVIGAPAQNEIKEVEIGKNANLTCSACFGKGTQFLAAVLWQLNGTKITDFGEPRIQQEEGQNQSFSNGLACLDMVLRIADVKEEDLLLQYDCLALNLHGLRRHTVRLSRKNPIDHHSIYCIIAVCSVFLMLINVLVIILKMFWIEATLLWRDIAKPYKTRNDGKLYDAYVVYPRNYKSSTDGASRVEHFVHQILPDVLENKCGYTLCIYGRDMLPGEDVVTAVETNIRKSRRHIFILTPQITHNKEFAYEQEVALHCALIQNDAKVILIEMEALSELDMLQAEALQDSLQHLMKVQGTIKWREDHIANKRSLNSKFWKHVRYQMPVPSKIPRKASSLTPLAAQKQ
# Numbers without * were called inactive; i = inactive; ? = inconclusive. Not all compounds are listed; count on the stated rates, not on these rows.
SMILES,ST2 IL33 inh
O=[N+]([O-])c1ccc(S(=O)(=O)c2nc3ccccc3s2)c(Cl)c1,54.0%*
CC(C)Cc1cc(C(=O)Nc2cccc(Cl)c2)no1,i
CC1CCCCN1CCNS(=O)(=O)c1ccc2c(c1)CCN2C(=O)C1CC1 (stereo unspecified),i
CCOC(=O)c1ccc(Oc2ncnc3sc4c(c23)CCCC4)cc1,i
COc1ccc(Cc2nnc(NC(=O)NC3CCNCC3)s2)cc1OC,?
O=C(NC1CCCCC1)[C@@H]1Cc2nc[nH]c2CN1Cc1cc2ccccc2o1,i
COc1ccc(C)cc1NC(=O)COc1cc(C)c(Br)c(C)c1,i
O=C(C1CCN(S(=O)(=O)c2cccs2)CC1)N1CCC(Cc2ccccc2)CC1,i
O=C(Nc1cccc(-c2cn3ccccc3n2)c1)c1cc2cc(Br)ccc2oc1=O,?
CC(=O)Nc1c(C(=O)C2CC2)oc2ccc(Cl)cc12,i
COc1ccccc1-c1nnc(NC(=O)c2ccc(S(=O)(=O)N3CCCC(C)C3)cc2)o1 (stereo unspecified),i
Cc1cccn2c(CNC3CCC4(CCNCC4)CC3)cnc12,i
Cc1cccnc1[C@H](C)NC(=O)c1c(C)nc2ncccn12,i
NNC(=O)CCNS(=O)(=O)c1ccc([N+](=O)[O-])cc1,i
N#C/C(=C\c1ccccc1Cl)c1nc(-c2ccc([N+](=O)[O-])cc2)cs1,?
COc1cc(CN2CCOCC2)cc2c1OCO2,i
CCSc1cc(C)nc2ncnn12,i
Cc1ccc(N2C(=O)CC(N3CCC(C(N)=O)CC3)C2=O)cc1 (stereo unspecified),?
Cc1cccc(N2CC(C(=O)Nc3sc4c(c3C#N)CCCC4)CC2=O)c1C (stereo unspecified),i
CC(C(=O)N(C)C)N(C)Cc1ccccc1C(=O)O (stereo unspecified),?

# 6 successive compounds out of the list so far, quoted:
SMILES,ST2 IL33 inh
N#C/C(=C\c1ccccc1Cl)c1nc(-c2ccc([N+](=O)[O-])cc2)cs1,?
COc1cc(CN2CCOCC2)cc2c1OCO2,i
CCSc1cc(C)nc2ncnn12,i
Cc1ccc(N2C(=O)CC(N3CCC(C(N)=O)CC3)C2=O)cc1 (stereo unspecified),?
Cc1cccc(N2CC(C(=O)Nc3sc4c(c3C#N)CCCC4)CC2=O)c1C (stereo unspecified),i
CC(C(=O)N(C)C)N(C)Cc1ccccc1C(=O)O (stereo unspecified),?

# Further records
SMILES,ST2 IL33 inh
O=C(CNS(=O)(=O)c1cccs1)NC(c1ccccc1)c1ccccc1,?
Cc1ccc(C)c(N(CC(=O)Nc2ccccc2C(=O)NCc2ccccc2)S(C)(=O)=O)c1,i
CCOc1ccc(S(=O)(=O)N=C2C=C(Nc3ccc(O)cc3)C(=O)c3ccccc32)cc1,84.0%*
N[C@@H]1CC[C@@H](NS(=O)(=O)c2cc(Cl)c(Cl)s2)C1,?
CCN1CCc2c(sc(NC(C)=O)c2-c2nc3ccccc3s2)C1,i
NC(=O)CS(=O)(=O)c1ccc(Cl)cc1,i
Cc1ccc(CNc2oc(-c3ccc([N+](=O)[O-])cc3)nc2C#N)cc1,i
CN1CCN(c2nc(-c3ccccc3)c(C#N)c(=O)[nH]2)CC1,i
CCc1ccc(CN2CCC3(CCCN(Cc4ccccc4F)C3=O)C2)o1 (stereo unspecified),i
O=C(c1cc2ccccc2o1)N1CCN=C1SCc1ccccc1,i
COc1ccc2nc(SCc3ccccc3)nc(C)c2c1,i
CN(C)CCNC(=O)C[C@@H]1O[C@H](Cn2cc(CN(C)Cc3ccccc3)nn2)[C@@H](O)[C@H]1O,?
Cc1ccccc1S(=O)(=O)Cc1ccc(C(=O)NCC2CCCO2)o1 (stereo unspecified),i
CCOC(=O)C1(CCCc2ccccc2)CCCN(Cc2nccn2CC)C1 (stereo unspecified),?
O=c1ccc(-c2ccc3ccccc3c2)c2n1C[C@H]1C[C@@H]2CN(S(=O)(=O)c2ccc(F)cc2)C1,i
Cc1ccc2[nH]c3c(=O)n(CCC(=O)NCCc4ccc(S(N)(=O)=O)cc4)cnc3c2c1,i
COc1ccc(C2C(C#N)=C(N)OC3=C2C(=O)CC(c2ccc(Cl)cc2)C3)cc1 (stereo unspecified),i
COc1ccc(S(=O)(=O)Nc2ccccc2F)cc1,i
c1cc(Cn2ccnc2-c2cnc[nH]2)c2cc[nH]c2c1,i
COc1cccc(-n2cc(CNc3nc(N(C)C)nc4c3CCNC4)cn2)c1,i
CCCn1c(CCCNC(C)=O)nc2ccccc21,i
CCCCOc1ccc(/C=C2\N=C(c3cccc([N+](=O)[O-])c3)OC2=O)cc1,i
CCC1=NOC(CNC(=O)CCc2nc3ccc(F)cc3[nH]2)C1 (stereo unspecified),i
COc1cc2c(cc1OC)C(C(=O)Nc1ccc3c(c1)OCO3)C(c1cccs1)N(C)C2=O (stereo unspecified),i
O=C(NCc1ccc(Cl)cc1)c1cccn1-c1nnc(N2CCCCC2)s1,i
COc1cc2c(cc1OC)C(c1ccccc1F)NCC2 (stereo unspecified),i
Cc1cc(C)n2nc(SCc3ccccc3Cl)nc2n1,i
CCCCNC(=O)c1cc(=O)[nH]c2ccc(S(=O)(=O)N3CCCCC3)cc12,i
Cc1ccccc1C(=O)NCCSCc1ccccc1Cl,i
Fc1ccccc1CN1CCCC2(CCN(C3CCN(CCc4ccccc4)CC3)C2)C1 (stereo unspecified),?
CC1(C)CC(=O)C(Sc2ccc(Br)cc2)=C(OC(=O)c2ccco2)C1,?
CC1=NN(c2ccccc2)C(=O)C1C(C)C[N+](=O)[O-] (stereo unspecified),i
COc1ccccc1N1C(=O)C2C(C1=O)C1(C)C=CC2(C)O1 (stereo unspecified),?
Cc1c(Cl)c(C(=O)N2CCCC(O)(CN(C)C)C2)nn1C (stereo unspecified),?
O=C(C1CCc2ccccc2O1)N1CCC(Cn2cc(C3CC3)nn2)CC1 (stereo unspecified),i
NC(=O)c1cccc(CC2CCN(C(=O)CCc3cccnc3)C2)c1 (stereo unspecified),?
Cc1nc(N2CCC(C(=O)NCCSc3nncn3C)CC2)nc2ccc(C(C)C)cc12,i
N#CC1=C2SCN(c3ccccc3)CN2C(=O)CC1c1ccccc1 (stereo unspecified),?
CN1CC2(CCN(C(=O)c3ccc4nc(CO)[nH]c4c3)C2)OC1=O (stereo unspecified),i
O=C(O)c1nccnc1C(=O)Nc1cccc(O)c1,i
Cc1nc2ccccc2nc1NO,?
c1ccc(-c2ncn(CC3CNCCO3)c2-c2cccn2-c2cccnc2)cc1 (stereo unspecified),i
Cc1ccccc1N1CCN(C2CCCN(C(=O)Cn3nc4ccccc4n3)C2)CC1 (stereo unspecified),i
CN1CC2(CCN(C(=O)c3cc4c(C(F)(F)F)nn(C)c4s3)C2)OC1=O (stereo unspecified),?
O=C1N(Cc2cccnc2)C(=O)C2(CCN(Cc3ccc4c(c3)CCO4)CC2)N1CCc1ccccc1,?
CCC(C)NC(=O)C1(O)c2ccccc2NC(=O)N1c1ccc(Cl)c(Cl)c1 (stereo unspecified),i
COCc1noc(-c2ccc(N3CCC4(CC3)OCCO4)nc2)n1,i
COCCC(=O)N[C@H]1CC[C@]2(C)CC[C@@H]([C@H](C)C(=O)NC3CC3)[C@H](O)[C@H]2[C@@H]1C,i
CN(Cc1cccc2ncccc12)Cc1cnn2cccnc12,?
Cc1cc(C)cc(N(C(=O)c2cccc(F)c2)C2C=CS(=O)(=O)C2)c1 (stereo unspecified),?
# Carrying on.
SMILES,ST2 IL33 inh
CC(c1cccs1)N(C)C(=O)c1ccc(N2CC(=O)NC2=O)cc1 (stereo unspecified),i
CC(C)C1CN(C(=O)c2ccc(N3CCCC3=O)cc2)CCCN1CC1CC1 (stereo unspecified),i
CCOC(=O)c1ccc2c(c1)N(Cc1ccccc1)C(=O)c1ccccc1S2,i
CCCc1nc(N2CCC(N3CCCC(C(=O)N4CCN(C)CC4)C3)CC2)no1 (stereo unspecified),i
COc1ccc2c(c1)CCc1c(C(=O)NCC(C)C)noc1-2,i
CCn1cc(C(=O)NCCN2CCCC2)c(=O)c2cc(S(=O)(=O)N3CCCC3)ccc21,i
COc1ccccc1N1CCN(C(=O)c2cc3c(=O)n4cccc(C)c4nc3n2C)CC1,i
CCc1nc(N2CCCC2)c(C#N)c2c1COC(C)(C)C2,?
COc1ccc2nc(NC(=O)CCN3C(=O)c4ccccc4C3=O)sc2c1,i
c1ccc(CN2CCC(Nc3ncnc4sccc34)CC2)nc1,i
O=C(CS(=O)(=O)c1cn(Cc2cccc(F)c2)c2ccccc12)N1CCc2ccccc21,i
CCN(C(=O)CC(=O)Nc1cc(C)cc(C)c1)C1CCOC(C)(C)C1 (stereo unspecified),i
OC1CCCN(c2ccnc(NCc3csc(-c4ncccn4)n3)n2)C1 (stereo unspecified),i
O=C1OC(Nc2cc(Cl)cc(Cl)c2)c2ccccc21 (stereo unspecified),?
O=C(NC1c2ccccc2-c2ccccc21)c1cc2n(n1)CCCNC2,i
O=C(c1ccc(N2CCC(NCc3cccc4ccccc34)CC2)cc1)N1CCCC(O)C1 (stereo unspecified),i
O=C(NCc1cccnc1)C1CCCN(C2CCN(c3cnccn3)CC2)C1 (stereo unspecified),?
CCCc1cc(C(=O)Nc2cc(OC)c(Cl)cc2OC)no1,i
COc1cc(C(=O)Nc2cccc(F)c2)cc(OC)c1OC,i
O=C(O)CCC(=O)Nc1ccccc1C(=O)Nc1ccccc1,i
COc1ccccc1N1CCN(c2ncc(C(=O)NC3CCCCC3)c3ccccc23)CC1,?
Cc1c(C(=O)N2CCC(C#N)CC2)sc2ncnc(N3CCN(c4ccccc4)CC3)c12,i
Cc1cc(I)ccc1N=Cc1nc(-c2ccccc2)oc1O,i
CCN1CCN(c2ncnc3c2cnn3-c2ccc(Cl)cc2)CC1,?
O=C(Cc1ccc(F)cc1)Nc1c(C(=O)Nc2cccc(F)c2)oc2ccccc12,93.0%*
O=C(Nc1ccccc1-c1nc2ccccc2s1)c1cc(=O)c2ccccc2o1,?
CSc1ccccc1NC(=O)CSc1ccccn1,i
CC(NC(=O)CN1C(=O)/C(=C/c2ccccc2F)Sc2ccccc21)c1ccccc1 (stereo unspecified),?
CC(=O)c1ccc(NC(=O)N[C@H]2CO[C@H]3[C@@H]2OC[C@H]3OCC(N)=O)cc1,i
O=C(NCC1CCCN(C(=O)C2=CCCCC2)C1)c1ccc(-c2ccccc2)cc1 (stereo unspecified),?
O=S(=O)(NCc1ccccc1)N1CCCC1C(F)(F)F (stereo unspecified),?
COc1ccc(-c2ccnc(N[C@H]3CO[C@H]4[C@@H]3OC[C@@H]4NC(=O)N3CCOCC3)n2)cc1,?
O=C(CCS(=O)(=O)c1cc(Br)cc2c1N(C(=O)C1CC1)CC2)N1CCOCC1,i
Cc1nc(C)c(-c2nccn2-c2ccc3cn[nH]c3c2)s1,?
CNCC(=O)NC(C)c1nc2c(s1)CCCC2 (stereo unspecified),i
Cc1ccc(C2CC(c3ccc(Cl)cc3)n3nc(N)nc3N2)cc1 (stereo unspecified),i
COc1ccc(Cl)cc1NC(=O)CSC1=NN2CCCC(=O)N=C2S1,i
COCCN(Cc1ccsc1)C(=O)COc1ccccc1,i
Cn1c(=O)c2c(SCC(N)=O)nc(-c3ccco3)nc2n(C)c1=O,i
O=C1OC(Nc2nccs2)c2ccccc21 (stereo unspecified),i

# Some of the entries above, reformatted:
molecule	ST2 IL33 inh
O=S(=O)(NCc1ccccc1)N1CCCC1C(F)(F)F (stereo unspecified)	?
COc1ccc(-c2ccnc(N[C@H]3CO[C@H]4[C@@H]3OC[C@@H]4NC(=O)N3CCOCC3)n2)cc1	?
O=C(CCS(=O)(=O)c1cc(Br)cc2c1N(C(=O)C1CC1)CC2)N1CCOCC1	i
Cc1nc(C)c(-c2nccn2-c2ccc3cn[nH]c3c2)s1	?

# (further entries)
SMILES,ST2 IL33 inh
Cc1[nH]cnc1C(=O)N1CCC2(CC1)C(=O)Nc1ccccc12,i
Cc1ccc2[nH]c(CN3CCN(c4ncc(C)c(N)n4)CC3)c(C)c2c1,i
COc1cc(C(=O)N2CCN(Cc3ccccc3Cl)CC2)cc(OC)c1OC,i
COc1ccc2c(c1)C(C)=CC(C)(C)N2C(=O)CSc1nnc(-c2ccc(C)cc2)o1,i
CC(NC(=O)Cc1ccc(F)cc1)C(c1cccs1)N1CCOCC1 (stereo unspecified),i
CC1=C(C(=O)NCc2nc(-c3ccccc3)cs2)C(C)NC(=O)N1 (stereo unspecified),i
CC(C)N1CC(NC(=O)c2cc(CN3CCOCC3)on2)CC1=O (stereo unspecified),?
COc1cccc(C2CC(c3cccs3)=NN2C(=O)CSc2c[nH]c3ccccc23)c1OC (stereo unspecified),?
Cc1ccsc1/C=C1\SC(N2CCCCC2)=NC1=O,?
CC(C)NC(=O)CN1CCN(Cc2nnc(CC3CCNCC3)n2C)CC1,i
O=C1C2C(c3ccc(Cl)cc3)OC3(C(=O)c4ccccc4C3=O)C2C(=O)N1c1ccc(F)cc1 (stereo unspecified),i
CC1=C(C(N)=O)C(c2cccs2)n2nc(SCc3ccccc3Cl)nc2N1 (stereo unspecified),i
Cc1cc(Br)cc(C)c1N1C(=O)C2CCCCC2C1=O (stereo unspecified),?
Cc1nc(C(=O)Nc2ccc3c(c2)OCO3)cc2c1[nH]c1ccccc12,30.0%*
